Screens deposited in PubChem by several laboratories.
PPARg SRC-3 ag: PPARgamma-driven SRC-3 recruitment agonism; P37231; biochemical PPARgamma/SRC-3 coactivator recruitment assay; activation, % at 8 µM; 0.26% of 200,000 active; AID 731; in the data active = activation above about 23%;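 also: 0% = DMSO and 100% = reference agonist; some compounds past the cut are filed as inactive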
Target sequence (P37231 whole entry, looked up): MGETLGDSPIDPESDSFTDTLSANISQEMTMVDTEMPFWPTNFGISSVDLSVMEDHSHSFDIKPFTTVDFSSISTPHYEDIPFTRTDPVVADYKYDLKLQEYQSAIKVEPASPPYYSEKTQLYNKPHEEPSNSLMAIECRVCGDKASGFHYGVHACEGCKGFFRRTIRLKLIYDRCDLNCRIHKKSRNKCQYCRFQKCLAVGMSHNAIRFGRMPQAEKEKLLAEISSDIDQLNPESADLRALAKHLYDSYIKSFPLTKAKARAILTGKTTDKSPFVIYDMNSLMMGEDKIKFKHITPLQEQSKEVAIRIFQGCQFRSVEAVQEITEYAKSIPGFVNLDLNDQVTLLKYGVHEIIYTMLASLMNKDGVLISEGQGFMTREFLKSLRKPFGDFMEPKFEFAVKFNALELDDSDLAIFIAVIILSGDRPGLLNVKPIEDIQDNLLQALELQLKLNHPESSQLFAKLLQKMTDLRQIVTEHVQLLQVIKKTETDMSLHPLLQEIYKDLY
SRC2 TRFRET art: flags TR-FRET format artefacts in PPARgamma SRC-2 recruitment agonist screen; AID 1049; TR-FRET ratio at 8 µM; 0.4% of 200,000 active; TR-FRET artefact counter-screen; stronger effect = higher value; in the data active = TR-FRET ratio above about 2000; also: inactives centre near 1500
S1P3 antag: S1P3 (human) receptor antagonism | CHO S1P3 NFAT-BLA reporter, FRET fluorescence, antagonist mode | inhibition, % at 4.98 µM | 0.27% of 170,000 active | AID 485;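 active = inhibition above the plate cutoff, the mean inhibition of test wells on that plate plus 3 SD, cut at about 28% in these data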;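 also: cells challenged with S1P at its EC80 of 0.8 µM; blue over green emission ratio from cleaved BLA substrate after 4 h stimulation; 0% = S1P-stimulated wells and 100% = unstimulated DMSO-only wells; some compounds past the cut are filed as inactive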
Target sequence (Q99500 whole entry, looked up): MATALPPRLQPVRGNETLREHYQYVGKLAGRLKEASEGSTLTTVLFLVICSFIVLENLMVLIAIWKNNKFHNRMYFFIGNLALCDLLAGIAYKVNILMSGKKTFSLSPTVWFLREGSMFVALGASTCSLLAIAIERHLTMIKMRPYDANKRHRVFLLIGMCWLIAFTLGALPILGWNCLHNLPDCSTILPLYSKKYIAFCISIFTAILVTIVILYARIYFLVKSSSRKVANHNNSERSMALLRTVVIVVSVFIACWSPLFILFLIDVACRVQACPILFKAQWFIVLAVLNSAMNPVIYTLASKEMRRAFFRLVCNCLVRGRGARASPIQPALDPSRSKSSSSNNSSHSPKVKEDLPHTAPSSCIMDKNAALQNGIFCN
PPARg SRC-2 ag: PPARgamma-driven SRC-2 recruitment agonism. PPARgamma LBD-SRC-2 recruitment, biochemical. activation, % at 8 µM. 0.34% of 200,000 active. P37231; in the data active = activation above about 22%;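 also: 0% = vehicle and 100% = reference agonist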
PPARg SRC-1 ag: promotes SRC-1 coactivator recruitment by human PPARgamma; PPARgamma-SRC-1 coactivator recruitment biochemical assay; activation, % at 8 µM; 0.41% of 200,000 active; AID 631; in the data active = activation above about 19%;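 also: 0% = DMSO and 100% = reference agonist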
bIAP inh: intestinal alkaline phosphatase (bovine) inhibition; inhibition, % at 20 µM; purified bovine IAP, CDP-star luminescence, 30 min; 190,000 tested, under 10 active;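 active = over 50% inhibition of intestinal alkaline phosphatase at 20 µM in the single-dose screen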
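test system = bovine IAP enzyme | medium = DEA buffer 100 mM, pH 9.8, with MgCl2 1.0 mM, ZnCl2 0.02 mM | detection = luminescence | dosing = single compound dose of 20 µM, 2% DMSO final | incubation = 30 min reaction at room temperature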
Redox H2O2 prof: compounds producing H2O2 with reducing agent – biochemical, NIH compound library profiling, artefact control for MLSCN library redox annotation, primary screen; DTT-dependent redox cycling H2O2, phenol red/HRP absorbance; 100% = 100 µM peroxide control, 0% = buffer; activation, % at 10 µM; 0.03% of 200,000 active;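 active = activation of at least 50% relative to the plate's high and low controls in the primary single-dose screen; inactive = activation below 50%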;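 also: compound incubated with DTT at 0.8 mM final as the reducing agent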
Lmaj promast: Leishmania major promastigote growth inhibition; Leishmania major promastigotes, resazurin fluorescence viability; inhibition, % at 10 µM; 9% of 200,000 active; in the data active = inhibition above about 50%;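 also: promastigotes grown with compound for 44 hours at 28 °C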
RAM inhibit: yeast RAM network inhibition | S. cerevisiae dse1pr::URA3 reporter, 5-FOA growth OD615, 2 d; analog-sensitive cbk1-as2 kinase mutant strain | inhibition, % at 50 µM | 1.8% of 190,000 active;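 active = inhibition above a set limit, 3 SD over mean compound inhibition, cut at about 8.4% in these data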;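 also: 0% = DMSO-only wells with no growth and 100% = 10 µM 1-NA-PP1 full growth; inhibition rescues growth on 5-FOA so higher OD means more RAM inhibition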
ROMK mod: modulators of human ROMK potassium channel; P48048; Tet-inducible ROMK, thallium flux fluorescence; actives lie on both sides; B-score at 10 µM; 2% of 130,000 active;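 active = signal ratio slope over the read window, or its plate-corrected B-score, at least 3 SD from the plate mean, either direction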;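 also: B-score of the F/F0 ratio slope over 7 to 12 s after thallium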
Efa HMGR inh: E. faecalis class II HMG-CoA reductase inhibition; purified E. faecalis HMGR, NADPH absorbance 340 nm kinetic; inhibition, % at 10 µM; 0.41% of 190,000 active; AID 1066;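 active = inhibition above a set limit, the median over all tested compounds plus 3 SD, cut at about 9.5% in these data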;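 also: enzyme runs in reverse so mevalonate oxidation gives rising NADPH absorbance; 0% = complete reaction with DMSO and 100% = background rate lacking mevalonate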
* hit, by the source's call; nt = no result given.

SMILES	PPARg SRC-3 ag	SRC2 TRFRET art	S1P3 antag	PPARg SRC-2 ag	PPARg SRC-1 ag	bIAP inh	Redox H2O2 prof	Lmaj promast	RAM inhibit	ROMK mod	Efa HMGR inh
O=C1N(Cc2cccc(Cl)c2)C[C@@H]2C[C@@H](c3cccn3-c3cccnc3)N3CCC[C@@]123	1	1420	2	5	-3	-11	0.3	6	0.8	-2.7*	-7
NC(=O)COC(=O)/C=C/c1cccc(Br)c1	3	1507	-6	-1	7	-5	-2.2	-6	0.8	0.31	1
Cc1ccc(CNC(=O)CSc2ccc(-c3ccccn3)nn2)cc1	5	1501	-11	13	-3	7	-0.6	2	4.0	-1.1	2
CCOc1cc(C(=O)NC)cc(Br)c1OCc1ccccc1	2	1602	-12	0	-3	5	-0.9	22	2.4	-0.6	-11
O=C(C1CCN(c2ccc(N3CCOCC3)nn2)CC1)N1CCc2ccccc2C1	1	1636	14	-6	-3	-10	-0.7	95*	1.3	nt	2
O=C1c2ccccc2C(=O)N1c1nc(-c2cccs2)cs1	8	1526	-27	11	-5	7	-0.4	-7	-0.1	nt	2
N/C(=N\OC(=O)N1c2ccccc2Sc2ccccc21)c1ccc(Br)cc1	4	1558	-2	3	4	8	0.6	26	1.0	-0.55	-3
O=C(CCSc1ccccc1)Nc1ccc(S(=O)(=O)N2CCOCC2)cc1	13	1519	-22	5	2	-1	0.3	-14	3.9	-0.72	1
O=C(COC(=O)c1cnccn1)c1ccc2ccccc2c1	4	1839	nt	7	1	7	-0.1	-7	1.3	-0.17	-1
CC(C)NC(=O)C(Cc1ccccc1)N1C(=O)c2ccccc2C1=O (centres undefined)	11	1550	nt	4	4	10	-2.0	-5	1.6	0.94	-1
Cc1ccccc1-n1c(C)nnc1SCC(=O)NC1CCCc2ccccc21 (centres undefined)	2	1769	1	11	14	-5	0.0	3	4.5	nt	-3
COc1ccc(N(CC(=O)NCc2ccc(C)cc2)S(=O)(=O)c2ccccc2[N+](=O)[O-])c(OC)c1	0	1624	8	5	2	-7	-0.7	12	3.0	-0.77	-3
C/C(=N/NC(=O)c1ccoc1C)c1ccc(NC(=O)c2ccncc2)cc1	2	1594	-15	-4	-3	8	0.0	6	1.5	-0.68	2
O=S(=O)(c1ccc(Br)s1)N1CCC(Cc2ccccc2)CC1	-6	1451	nt	-3	-4	45	0.3	1	0.7	nt	-1
CC(C)(C)NC(=O)c1cccc(NC(=O)c2ccco2)c1	17	1549	nt	8	0	10	-0.3	33	-0.1	0.12	-5
COC(=O)C/C=C/[C@@H](C)[C@@H](/C=N/OCC[C@@H]1C=C[C@H](OC(C)=O)[C@@H](COC(C)=O)O1)NS(=O)(=O)c1ccc(C)cc1	-2	1484	-4	-3	5	-24	0.7	1	-0.3	0.73	-6
O=C(C1=C(O)C(=O)N(Cc2ccccc2)C1c1ccncc1)c1ccco1 (centres undefined)	-3	1678	nt	-1	1	5	2.5	-7	1.1	nt	1
O=C(NC1CCCC1)C1c2ccccc2C(=O)N1C1CCCCC1 (centres undefined)	-11	1536	-3	3	10	4	-0.5	0	0.1	nt	-2
CC(=O)N1CCN(S(=O)(=O)c2ccc(C)cc2)C1C(C)C (centres undefined)	11	1625	11	-6	8	-3	-0.1	0	0.0	nt	1
CC(C)CCN(C)C1CCN(C(=O)Nc2c(F)cccc2F)CC1	8	1664	-21	0	5	0	-1.5	-3	-0.2	nt	3
Cn1c(=O)c2cc(S(=O)(=O)NC(Cc3ccccc3)C(=O)NCc3ccco3)ccc2n(C)c1=O (centres undefined)	4	1750	15	17	-1	-7	-0.2	1	1.6	nt	0
Cc1ccccc1C(=O)NNC(=O)C(C)N1C(=O)c2ccccc2C1=O (centres undefined)	2	1718	nt	0	4	2	-1.5	-7	1.1	nt	-1
CCCc1[nH]nc2c1C(c1ccc(OC)c(CSC3=NCCS3)c1)C(C#N)=C(N)O2 (centres undefined)	9	1540	-37	7	9	-15	0.2	29	0.7	-3.1*	-4
CCOc1ccc(S(=O)(=O)Nc2ccc3c(c2)OCO3)c2cccnc12	8	1358	0	-5	-3	10	0.1	41	-1.6	nt	-4

Results in Efa HMGR inh and ROMK mod (three entries from above):
| SMILES | Efa HMGR inh | ROMK mod |
| --- | --- | --- |
| O=C(C1=C(O)C(=O)N(Cc2ccccc2)C1c1ccncc1)c1ccco1 (centres undefined) | 1 | nt |
| O=C(NC1CCCC1)C1c2ccccc2C(=O)N1C1CCCCC1 (centres undefined) | -2 | nt |
| CC(=O)N1CCN(S(=O)(=O)c2ccc(C)cc2)C1C(C)C (centres undefined) | 1 | nt |

Going on with the list.
SMILES	PPARg SRC-3 ag	SRC2 TRFRET art	S1P3 antag	PPARg SRC-2 ag	PPARg SRC-1 ag	bIAP inh	Redox H2O2 prof	Lmaj promast	RAM inhibit	ROMK mod	Efa HMGR inh
COc1ccc(-c2cc(C(F)F)n3ncc(C(=O)N4CCc5ccccc5C4)c3n2)cc1	4	1802	4	10	3	1	0.1	39	4.4	-0.11	-4
CCn1c(NCc2ccccn2)nc2c1c(=O)n(C)c(=O)n2C	1	1500	-2	4	5	4	-2.3	-6	1.8	nt	-4
COc1ccc(C(=O)CSc2n[nH]c(-c3ccncc3)n2)cc1[N+](=O)[O-]	8	1603	-9	8	-2	11	0.3	56*	1.6	-0.4	-6
O=C(NC1CCCCC1)N(Cc1ccccc1)Cc1ccco1	1	1647	24	12	4	2	-0.1	55*	2.2	nt	-3
CCCCN(CCCC)S(=O)(=O)c1ccc2oc(C(=O)N3CCOCC3)c(C)c2c1	1	1576	-4	2	1	1	-0.4	33	4.0	0.56	-2
O=C(NCC(c1cccs1)N1CCOCC1)c1cc2ccccc2o1 (centres undefined)	-8	1430	nt	-7	0	0	-0.7	1	-0.5	nt	0
COc1cccc(C(C(=O)NC(C)(C)C)N(CC(C)C)C(=O)CCC(=O)Nc2cc(C)on2)c1OC (centres undefined)	-1	1564	-11	-4	4	-25	0.2	-2	2.3	-1.1	-3
CCOC(=O)c1cc2c(ccn2-c2ccc(F)cc2)n1CC(=O)N(CC)CC	4	1585	8	10	4	-6	-0.3	7	0.4	-0.91	0
O=C(Nc1ccc2c(c1)OCCO2)c1cccc2nc3ccccc3nc12	17	1504	nt	6	10	12	1.1	-2	1.1	nt	3
CCNc1nnc(CCn2nc(C)c(Br)c2C)s1	-2	1613	-17	-10	-2	-9	0.0	-3	1.0	0.89	0
COc1ccc(OC)c2sc(N(CCN(C)C)C(=O)c3cc(Cl)sc3Cl)nc12	4	1451	8	6	-2	-2	-0.7	-11	1.4	-1	-7
Cc1ccc(Cn2nnc3c(=O)[nH]c(C4CCCN(C(=O)Nc5ccc(F)cc5)C4)nc32)cc1 (centres undefined)	-8	1459	nt	-10	0	6	-0.3	5	3.9	-0.22	-4
Cn1c(CSc2nc3ccccc3s2)nc2ccccc21	-5	1565	-4	-4	7	26	-0.4	8	0.4	-1.6	-15
Nc1nc(N2C(=O)C3CC=CCC3C2=O)nn1-c1ccccc1 (centres undefined)	2	1639	-14	10	5	10	-0.2	-6	-0.4	nt	1
Cc1ccc(S(=O)(=O)NC(CC(=O)O)c2ccccc2)cc1 (centres undefined)	-6	1466	12	6	-5	2	1.6	-8	0.0	1.7	1
O=C(CN(Cc1cccs1)C(=O)CNC(=O)c1ccco1)NC1CCCCC1	9	1585	23	-5	1	2	0.3	-1	2.2	nt	-3
CCC(=O)Nc1ccc(/C(C)=N\NS(=O)(=O)c2ccc(C)cc2)cc1	5	1372	nt	-1	-1	7	-5.3	-4	3.7	-1.1	-3
Cc1ccc(N2C(=O)CCC2(C(N)=O)c2ccccc2)cc1 (centres undefined)	7	1560	3	6	-4	0	-1.2	-1	0.2	-0.39	-1
O=C(O)CC1=C(Nc2ccccc2)C(=O)N(c2ccccc2)C1c1ccc(F)cc1 (centres undefined)	-1	1489	-7	1	-2	4	-0.2	1	2.7	-0.38	-3
Cc1ccc(C(=O)Nc2ccc3c4c(cccc24)CC3)cc1[N+](=O)[O-]	0	1449	2	1	9	19	0.6	60*	1.5	nt	-5
N#C/C(=C\c1ccc(N2CCOCC2)o1)c1ccccc1	19	1567	nt	9	7	29	-4.4	18	3.4	nt	-4
COc1ccc(CCNC(=O)/C=C/c2cc(OC)c(OC)c(OC)c2)cc1OC	4	1443	-2	4	19	-8	0.8	0	0.7	-0.79	-3
CCSc1nnc(NC(=O)CSc2nc3c(c(=O)n2CC)SC(C)C3)s1 (centres undefined)	3	1723	-3	3	1	5	0.5	2	3.0	nt	-1
Cc1cccc(OCCCSc2nc3ccccc3[nH]2)c1	3	1547	nt	1	1	-3	-3.9	4	0.7	-0.011	1
Cc1c(OCc2ccccc2)c(=O)ccn1Cc1ccccc1	-9	1444	nt	-9	-1	-5	2.7	3	2.2	-0.41	-1
c1ccc(-c2ccc(SCc3cccnc3)nn2)nc1	4	1638	-17	7	8	5	-0.8	-3	0.4	nt	0
COc1cc(NS(=O)(=O)c2ccc(NC(=O)c3ccco3)cc2)nc(OC)n1	-6	1568	nt	1	-2	7	3.2	-3	0.3	nt	-13
Cc1[nH]n(-c2ccccc2)c(=O)c1Sc1ccc(Cl)cc1	5	1685	nt	12	6	-1	0.8	-4	7.2	nt	-2
COc1ccc(C(=O)Nc2nc(-c3ccc(OC)cc3)c(-c3ccc([N+](=O)[O-])cc3)s2)cc1	6	1428	nt	-7	-1	21	0.3	19	2.5	1.9	-5
COC(=O)c1ccc(Cl)c(NC(C)=O)c1	-11	1586	-15	9	3	2	0.7	-6	0.3	nt	-2
COc1ccc2c(c1)C(=O)/C(=C/C=C/c1ccccc1)CC2	-7	1457	nt	-7	-4	1	2.4	0	15*	nt	-6
O=C1C2C3C=CC(C2C(=O)N1c1ccccc1O)C1C2C(=O)N(c4ccccc4O)C(=O)C2C31 (centres undefined)	-6	1528	-27	-8	0	-6	-0.7	-6	1.7	-0.32	-3
CN1C(=O)C2C=CC1C1C(=O)N(c3ccccc3)C(=O)C21 (centres undefined)	9	1549	-36	2	8	4	1.8	2	-0.2	-0.073	-1
Cc1cc(C(C)(C)C)cc(C)c1Cn1c2[n+](c3ccc(C(F)(F)F)cc31)CCCCC2	-1	1517	-17	-1	-2	0	-1.2	100*	-1.3	-4.9*	2
N#Cc1cnc2sc3ccccc3n2c1=N	-3	1394	nt	3	-4	0	0.6	14	1.9	nt	-3
COc1ccc(C(CNC(=O)c2ccc(S(=O)(=O)N(C)C)cc2)N2CCCC2)cc1 (centres undefined)	0	1451	-11	1	0	-11	-0.9	8	-0.8	0.8	-4
COC(=O)C(N)Cc1ccc(O)cc1 (centres undefined)	-7	1367	nt	4	0	2	0.1	0	1.1	1.4	-6
CCOC(=O)c1[nH]c(CSc2nnc(-c3ccncc3)n2CCOC)c(C(=O)OCC)c1C	1	1443	-17	3	-1	2	2.6	7	-0.9	nt	-4
